# From PubChem BioAssay
# tim10-1 inh: growth inhibitors of tim10-1 mutant yeast | S. cerevisiae tim10-1 ts strain growth, BacTiter-Glo, 24 h | inhibition, % at 20 µM | actives 2.2% (n = 330,000) | AID 463190;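 active = inhibition of at least 40%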;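 note: mutant grown at 25 °C; 0% = DMSO wells with yeast and 100% = wells holding no yeast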
# CXCR6 block: inhibitors of human CXCR6 receptor; actives 0.36% (n = 360,000); CHO-K1 PathHunter CXCR6 beta-arrestin, luminescence; inhibition, % at 20 µM; AID 602244; O00574; in the data active = inhibition above about 34%, passing the limit was not always enough;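 note: antagonist mode with CXCL16 agonist at 10 nM final; 0% = 10 nM CXCL16 with DMSO and 100% = unstimulated wells without agonist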
# Target sequence (O00574 whole entry, looked up): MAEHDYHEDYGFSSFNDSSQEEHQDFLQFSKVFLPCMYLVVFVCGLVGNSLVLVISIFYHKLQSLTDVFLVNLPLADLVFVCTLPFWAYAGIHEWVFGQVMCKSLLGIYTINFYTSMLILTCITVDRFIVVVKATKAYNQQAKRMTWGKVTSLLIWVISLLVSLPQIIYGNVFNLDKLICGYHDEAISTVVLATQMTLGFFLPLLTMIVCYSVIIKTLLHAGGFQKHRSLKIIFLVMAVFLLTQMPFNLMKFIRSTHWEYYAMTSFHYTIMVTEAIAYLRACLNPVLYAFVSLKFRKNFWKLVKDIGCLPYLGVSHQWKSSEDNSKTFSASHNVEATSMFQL
# APJ antagonist: antagonists of human APJ apelin receptor | P35414 | CHO-K1 APJ beta-arrestin complementation, luminescence | inhibition, % at 20 µM | actives 0.32% (n = 330,000) | AID 2521;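 active = inhibition above about 40% at 20 µM, limit read from the data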;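 note: cells challenged with 10 nM apelin-13 agonist together with compound; plate controls were apelin-13 plus DMSO wells for no effect and DMSO wells lacking apelin-13 for full effect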
# Target sequence (P35414 whole entry, looked up): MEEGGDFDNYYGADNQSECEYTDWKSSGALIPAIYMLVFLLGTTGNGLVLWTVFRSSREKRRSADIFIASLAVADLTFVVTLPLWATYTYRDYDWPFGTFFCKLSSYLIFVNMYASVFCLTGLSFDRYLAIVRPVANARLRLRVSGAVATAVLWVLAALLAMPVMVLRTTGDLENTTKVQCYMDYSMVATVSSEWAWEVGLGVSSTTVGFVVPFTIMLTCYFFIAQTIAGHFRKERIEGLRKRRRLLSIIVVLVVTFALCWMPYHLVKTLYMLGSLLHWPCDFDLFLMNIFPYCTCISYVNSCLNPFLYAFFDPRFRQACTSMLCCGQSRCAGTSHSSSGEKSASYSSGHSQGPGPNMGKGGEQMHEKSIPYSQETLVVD
# Mdm2-MdmX inh: human Mdm2/MdmX binding inhibition. O15151+Q00987. SaOS-2 split-luciferase Mdm2/MdmX complementation, luminescence. inhibition, % at 8 µM. actives 3% (n = 330,000). AID 485346;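 active = inhibition of at least 50% at 8 µM in the primary screen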
# TIM10 inh: growth inhibitors of TIM10 yeast strain | S. cerevisiae TIM10 strain growth, BacTiter-Glo luminescence, 24 h | inhibition, % at 10 µM | actives 1.4% (n = 330,000) | AID 463195;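 active = inhibition of 40% or more at the single tested concentration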;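 note: wild-type TIM10 isogenic control strain grown at permissive 25 °C; 0% = DMSO yeast wells and 100% = minimal medium wells without yeast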
# CHOP UPR activ: activators of apoptotic arm of unfolded protein response (CHOP); CHO-CHOP luciferase reporter, UPR activation, luminescence; percent of tunicamycin response over DMSO baseline; activation, % at 10 µM; actives 0.34% (n = 330,000); AID 449763;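 active = at 10 µM dose, activation of 40% or more, normalized to positive control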;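 note: 100% = tunicamycin at 10 µg/mL and 0% = DMSO alone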
#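 Material: CHO-CHOP cells, stable luciferase reporter of PERK-eIF2a-CHOP signalling; quantity: 500 reporter cells seeded per well; buffer or medium: F12 medium containing 10% fetal bovine serum; compound: one dose, 10 µM in 0.5% DMSO; incubation: 6 h compound treatment, 37 °C; measured by: Steady-Glo luciferase luminescence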
# tim23-1 inh: tim23-1 yeast growth inhibition. S. cerevisiae tim23-1 growth, BacTiter-Glo luminescence, 24 h. AID 463212. inhibition, % at 20 µM. actives 1.3% (n = 330,000);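 active = growth inhibition of the mutant yeast at or above 50%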;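 note: temperature-sensitive mutant grown at 25 °C; plate controls were DMSO-treated mutant yeast for no effect and medium wells lacking yeast for full effect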
# UPR XBP1 act: adaptive UPR (XBP1) activation; activation, % at 20 µM; CHO-XBP1 luciferase reporter, IRE1-XBP1 UPR activation, luminescence; percent of tunicamycin response, DMSO as zero; actives 0.33% (n = 330,000);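 active = versus positive control, 20 µM dose yields 30% or more activation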;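 note: 100% = tunicamycin at 10 µg/mL and 0% = DMSO only wells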
#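 assay system = CHO-XBP1 luciferase reporter cells | amount = 1000 cells/well | buffer or medium = F12 plus 10% FBS | compound dosing = single point, 20 µM final compound, 1% DMSO | incubation = 16-18 h cell attachment at 37 °C, then 6 h compound exposure | detection = Steady-Glo luminescence read | controls = tunicamycin 10 µg/mL and vehicle-only wells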
# APJ ag: agonists of human APJ apelin receptor; P35414; CHO-K1 APJ PathHunter beta-arrestin, luminescence; 0% DMSO wells, 100% apelin; activation, % at 20 µM; actives 0.11% (n = 330,000);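 active = activation more than six SD over the plate average, tested at 20 µM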;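 note: 0% = DMSO alone and 100% = apelin-13 at 10 nM; some results filed as inactive read as strong as hits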
#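 Assay system: CHO-K1 cells stably expressing ProLink-tagged human APJ and arrestin–beta-gal acceptor. Compound dosing: 20 µM single point, 1% DMSO. Times: 16-18 h seeding, 90 min dark compound exposure, 60 min detection. Detection: beta-gal luminescence. Evaluation: APJ–arrestin association signal. Controls: negative DMSO alone, positive Apelin-13 at 10 nM.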
# The depositor's hits bear a star; x = not tested or not shown. Only part of the results is shown. The share of hits here may be higher or lower than overall.
Compound | tim10-1 inh | CXCR6 block | APJ antagonist | Mdm2-MdmX inh | TIM10 inh | CHOP UPR activ | tim23-1 inh | UPR XBP1 act | APJ ag
CCCCn1nc(C(=O)O)ccc1=O | 20 | 1 | -4 | -7 | 7 | -0.1 | 17 | 3 | 0
COCCN1C(=O)N[C@@H](c2ccccc2)[C@@H](C(=O)OC)[C@H]1C | -1 | 6 | -10 | 0 | -5 | 0.0 | 5 | 3 | 0
CC12CN3CC(C)(CN(C1)C3c1cc(Br)ccc1O)C2=O (stereo not drawn) | 16 | -1 | 1 | 3 | -6 | -0.4 | 4 | -3 | 1
COc1ccccc1-c1cc(C(=O)N/N=C\c2cn(C)nc2C)c2ccccc2n1 | -3 | -1 | 5 | -11 | 1 | -1.6 | 3 | -2 | -1
O=C(/C=C/c1ccc(-c2ccc(F)cc2)o1)N1CCCC1 | -1 | 2 | 7 | -77 | 4 | 6.7 | 6 | 1 | -2
c1ccc(Cc2ccc(OCCCNC3CCCC3)cc2)cc1 | 23 | x | 6 | 39 | 10 | -0.1 | -11 | 0 | -5
Cc1cc(=S)[nH]c2c(C)cccc12 | 20 | 1 | -7 | -15 | 4 | 0.1 | 11 | -3 | 0
COc1ccc(-c2noc3c2-c2nc(C(C)C)sc2CC3)cc1 | 21 | -4 | -11 | 5 | 10 | -1.7 | 24 | -1 | -1
CCC(C(=O)NCCc1c[nH]c2cc(OC)ccc12)c1ccccc1 (stereo not drawn) | 16 | 0 | 14 | 18 | 8 | 0.2 | 23 | -3 | -5
CCOc1ccc(-n2c(Cc3cc(=O)[nH]c(=O)[nH]3)nnc2SCc2cccnc2)cc1 | 0 | 5 | -3 | -22 | 4 | -0.2 | 5 | -2 | -2
N#Cc1cnn(-c2cccc(Cl)c2)c1N | 7 | -5 | -8 | -1 | 9 | -0.2 | 15 | 3 | -1
Cc1cc(C)c2nc(N(CCN(C)C)C(=O)/C=C/c3cccs3)sc2c1 | 25 | -13 | -12 | 47 | 30 | 3.4 | 33 | -4 | -2
CCOc1ccc(N(CC(=O)NC2CCCCC2)C(=O)CNC(=O)c2ccco2)cc1 | 21 | 8 | -4 | -1 | -1 | -0.2 | 5 | -2 | -2
O=C(O)c1ccc(N/N=C/c2cccc3cccnc23)cc1 | -13 | 1 | 4 | -58 | 12 | 1.6 | -2 | -2 | -5
CCOC(=O)C1=C(C(F)(F)F)Nc2ncnn2C1c1cc(OC)ccc1OC (stereo not drawn) | 13 | 5 | 14 | 8 | 11 | -0.1 | 5 | 0 | -2
CCOC(=O)/C=C1\CN(Cc2cc(OC)c(OC)c(OC)c2)S(=O)(=O)c2ccccc21 | 3 | -7 | -41 | -16 | 1 | 0.2 | 19 | -2 | -3
Cc1ccc(C(=O)O)cc1N1C(=O)c2cccc3c([N+](=O)[O-])ccc(c23)C1=O | 8 | 21 | -40 | 9 | 2 | 3.0 | 12 | -5 | -2
Cc1c(C(=O)NCc2ccccc2CN2CCCC2)oc2ccc(F)cc12 | -6 | 2 | 7 | 28 | 12 | -0.2 | 6 | -4 | -3
Cc1ccc(S(=O)(=O)N(C)C)cc1NC(=S)NCc1ccco1 | 9 | 2 | 4 | -4 | 10 | 1.2 | 5 | -2 | -4
C1=CC2CC1CC2CN1CCN(Cc2ccccc2)CC1 (stereo not drawn) | 5 | 6 | 11 | 18 | -10 | -2.5 | 3 | -2 | -3
CCCCCCCCCC(=O)N[C@H](CN1CCOCC1)[C@H](O)c1ccccc1 | 25 | 1 | 3 | 33 | 6 | 0.2 | 6 | -3 | 2
Cc1ccc(/C=N\NC(=O)C2CN(S(=O)(=O)c3ccccc3)CCN2S(=O)(=O)c2ccccc2)cc1 (stereo not drawn) | 7 | 0 | -1 | 6 | 11 | 1.0 | 14 | 0 | 0
COc1cccc(/C=N\NC(=O)Cn2nnc3ccccc32)c1O | 23 | -5 | -9 | 3 | 3 | -0.1 | 16 | -1 | 2
Cc1ccc(C(OCC(O)CNC(CO)C(O)c2ccc([N+](=O)[O-])cc2)c2ccccc2)cc1 (stereo not drawn) | 5 | 14 | 17 | 31 | 15 | 1.5 | 16 | -2 | -4

# Some of these compounds in order of their number in APJ antagonist, smallest number first:
Structure	CXCR6 block	APJ antagonist	Mdm2-MdmX inh	UPR XBP1 act
Cc1cc(=S)[nH]c2c(C)cccc12	1	-7	-15	-3
O=C(O)c1ccc(N/N=C/c2cccc3cccnc23)cc1	1	4	-58	-2
COc1ccccc1-c1cc(C(=O)N/N=C\c2cn(C)nc2C)c2ccccc2n1	-1	5	-11	-2
Cc1c(C(=O)NCc2ccccc2CN2CCCC2)oc2ccc(F)cc12	2	7	28	-4
Cc1ccc(C(OCC(O)CNC(CO)C(O)c2ccc([N+](=O)[O-])cc2)c2ccccc2)cc1 (stereo not drawn)	14	17	31	-2

# Complete entries, quoted from the list. Order of values: tim10-1 inh	CXCR6 block	APJ antagonist	Mdm2-MdmX inh	TIM10 inh	CHOP UPR activ	tim23-1 inh	UPR XBP1 act	APJ ag
# `Cc1ccc(/C=N\NC(=O)C2CN(S(=O)(=O)c3ccccc3)CCN2S(=O)(=O)c2ccccc2)cc1` (stereo not drawn) reads 7	0	-1	6	11	1.0	14	0	0
# `Cc1c(C(=O)NCc2ccccc2CN2CCCC2)oc2ccc(F)cc12` reads -6	2	7	28	12	-0.2	6	-4	-3

# More structures
Compound | tim10-1 inh | CXCR6 block | APJ antagonist | Mdm2-MdmX inh | TIM10 inh | CHOP UPR activ | tim23-1 inh | UPR XBP1 act | APJ ag
CN(C(=O)c1cnccn1)c1c(N)n(Cc2ccccc2)c(=O)[nH]c1=O | -2 | -3 | 12 | 25 | -7 | 0.0 | 8 | 1 | -5
CN(C)CCOc1cccc(Br)c1 | -13 | 2 | 7 | 16 | -11 | -1.4 | 13 | -2 | -2
CC(C)[C@H](NC(=O)OC(C)(C)C)C(=O)N/N=C/c1cccc2nccnc12 | 7 | 0 | -32 | -15 | 5 | -1.7 | 18 | -2 | 0
Fc1ccc(CSc2nncn2NC/C=C/c2ccccc2)cc1 | 14 | -1 | 2 | 23 | 12 | -3.7 | 18 | 0 | -2
O=C(COC(=O)c1ccc(S(=O)(=O)Nc2ccccc2)cc1)NC1CCCC1 | -2 | 3 | 4 | 11 | -9 | -2.6 | 7 | -3 | 1
O=C(NN1C(=O)C2C3C=CC(O3)C2C1=O)c1ccccc1 (stereo not drawn) | -17 | -9 | -13 | 6 | 6 | 1.6 | 16 | -3 | -3
N#Cc1nc(-c2ccccc2F)oc1NCCc1ccccc1 | 36 | 1 | 15 | 1 | 66* | 2.7 | 57* | 2 | 0
COC(=O)Nc1ccc(S(=O)(=O)N2CCCC(C(=O)NCC3CCCO3)C2)cc1 (stereo not drawn) | 7 | -4 | -5 | 17 | 1 | 0.9 | 11 | 2 | -2
Cc1ccc(NC(=O)Cn2cnc3sc(C(=O)NCc4ccco4)c(C)c3c2=O)cc1Cl | 8 | 6 | -20 | 10 | 12 | -1.4 | -4 | -1 | 0
O=C(CN1CCC(n2nnc3cc(F)ccc32)CC1)NCCc1ccccc1 | 16 | 2 | 13 | -6 | 14 | 1.0 | 40 | 1 | 2
CCOc1ccccc1NC(=O)COC(=O)c1ccccc1SCC(=O)N1CCCC1 | 25 | 4 | -3 | -18 | 12 | 2.0 | 22 | 0 | -3
O=C(CCCCC(=O)Nc1ccccc1Cl)Nc1ccccc1Cl | 12 | 3 | 21 | 7 | -7 | -2.1 | 8 | -2 | -4
CCN(CC)C(=O)c1cc2c(=O)n3cccc(C)c3nc2s1 | 24 | 0 | 11 | -11 | 16 | 1.7 | 15 | 4 | 0
CCOCCCNC(=S)N(CCN(CC)CC)Cc1cc2cc3c(cc2[nH]c1=O)OCCO3 | 8 | -5 | 11 | 5 | 5 | 2.3 | 12 | 0 | 0
O=C(Nc1cccc(S(=O)(=O)NCc2ccco2)c1)c1cc(-c2ccccc2)nc2ccccc12 | 10 | 1 | 11 | 52* | 7 | 1.8 | 6 | 2 | 1
Cn1nc(-c2ccccc2F)c2cc(C(=O)Nc3ccc4c(c3)OCCO4)sc21 | 38 | 9 | -3 | 46 | 27 | 2.8 | 54* | 4 | 2

# Two compounds picked at random from those above, as already listed:
Compound | tim10-1 inh | CXCR6 block | APJ antagonist | Mdm2-MdmX inh | TIM10 inh | CHOP UPR activ | tim23-1 inh | UPR XBP1 act | APJ ag
O=C(Nc1cccc(S(=O)(=O)NCc2ccco2)c1)c1cc(-c2ccccc2)nc2ccccc12 | 10 | 1 | 11 | 52* | 7 | 1.8 | 6 | 2 | 1
Cn1nc(-c2ccccc2F)c2cc(C(=O)Nc3ccc4c(c3)OCCO4)sc21 | 38 | 9 | -3 | 46 | 27 | 2.8 | 54* | 4 | 2

# The listing continues:
Compound | tim10-1 inh | CXCR6 block | APJ antagonist | Mdm2-MdmX inh | TIM10 inh | CHOP UPR activ | tim23-1 inh | UPR XBP1 act | APJ ag
CCc1ccc(C2(C)SC(NC(C)=O)=NN2C(C)=O)cc1 (stereo not drawn) | 8 | -5 | 3 | 5 | 2 | -3.0 | 6 | 4 | -3
COC(=O)c1ccc(NC(C(=O)OC)C(C)C)c([N+](=O)[O-])c1 (stereo not drawn) | 0 | 2 | 0 | -28 | -16 | 1.6 | 11 | 1 | -1
O=C(COc1ccccc1Cl)N(Cc1cccs1)C1CCS(=O)(=O)C1 (stereo not drawn) | 1 | 1 | 5 | -8 | 11 | 1.4 | 2 | 4 | -2
CCCCCNC(=O)CCn1c(=O)oc2ccccc21 | 14 | 6 | 2 | 13 | 8 | -0.5 | 12 | -3 | 6
CN(C)CCNC(=O)Nc1ccc([N+](=O)[O-])cc1 | 4 | -8 | -16 | 1 | 11 | -2.3 | 3 | 1 | -2
O=C(O)C(c1ccccc1)N1CCCCC1 (stereo not drawn) | 10 | 0 | 16 | 19 | 6 | -1.2 | 13 | -2 | -2
CCOC(=O)COc1ccccc1-c1ccno1 | 22 | 7 | 12 | -5 | 9 | -0.1 | 17 | 3 | -5
Cc1ccc(NC(=O)CSc2nnc(COc3ccc(C#N)cc3)n2-c2ccccc2)cc1C | 4 | -9 | -2 | 12 | 2 | 5.8 | 0 | 0 | -2

# Entries from the list above that contain two or more sulfur atoms (4):
Compound | tim10-1 inh | CXCR6 block | APJ antagonist | Mdm2-MdmX inh | TIM10 inh | CHOP UPR activ | tim23-1 inh | UPR XBP1 act | APJ ag
Cc1cc(C)c2nc(N(CCN(C)C)C(=O)/C=C/c3cccs3)sc2c1 | 25 | -13 | -12 | 47 | 30 | 3.4 | 33 | -4 | -2
Cc1ccc(S(=O)(=O)N(C)C)cc1NC(=S)NCc1ccco1 | 9 | 2 | 4 | -4 | 10 | 1.2 | 5 | -2 | -4
Cc1ccc(/C=N\NC(=O)C2CN(S(=O)(=O)c3ccccc3)CCN2S(=O)(=O)c2ccccc2)cc1 (stereo not drawn) | 7 | 0 | -1 | 6 | 11 | 1.0 | 14 | 0 | 0
O=C(COc1ccccc1Cl)N(Cc1cccs1)C1CCS(=O)(=O)C1 (stereo not drawn) | 1 | 1 | 5 | -8 | 11 | 1.4 | 2 | 4 | -2
